PTHR1 agonist: PTHR1 (human) receptor agonism. Potency, µM (highest dose often 115 µM), without a hit: at the highest dose activation, usual class: activators. hit rate 0.075% among 410,000. Q03431. HEK293 GP2 PTHR1 cells, GloSensor cAMP luminescence, 1 h. AID 743266; note: potency is the fitted concentration of half-maximal effect; nearly all actives have a fitted effect of over 55% in size; some results filed as inactive show a strong effect at the top dose; inactives centre near -15; many of its hits are not listed in these tables
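HEK-293-derived GP2 cells expressing PTHR1 and a GloSensor cAMP reporter, 3,000/well, plated overnight, given luciferin plus IBMX (each 0.5 mM as added) for 1 h at 37 °C, then compound for 1 h at 37 °C. Luminescence was read after 15 min at room temperature.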
DRD3 agonist: D3 dopamine receptor (human) agonism. D3R DiscoveRx beta-arrestin cells, luminescence, 90 min. P35462. hit rate 0.58% among 410,000. max activation, %; in the data active = max activation above about 30%; note: 0% is about no effect; mostly tested at two doses, the higher about 12 µM
Target sequence (P35462 whole entry, looked up): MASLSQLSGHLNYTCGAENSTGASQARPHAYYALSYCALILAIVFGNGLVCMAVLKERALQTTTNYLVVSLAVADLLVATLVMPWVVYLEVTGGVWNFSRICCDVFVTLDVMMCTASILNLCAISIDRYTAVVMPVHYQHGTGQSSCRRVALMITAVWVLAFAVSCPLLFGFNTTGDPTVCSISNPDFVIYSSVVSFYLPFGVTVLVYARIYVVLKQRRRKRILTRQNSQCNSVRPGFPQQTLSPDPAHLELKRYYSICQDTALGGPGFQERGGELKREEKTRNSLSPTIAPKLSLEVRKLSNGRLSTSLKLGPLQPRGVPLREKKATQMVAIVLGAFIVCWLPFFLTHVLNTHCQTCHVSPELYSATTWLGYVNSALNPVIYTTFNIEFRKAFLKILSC
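Agonist mode: compounds and dopamine controls were applied to plated cells for 90 min at 37 degrees C after an overnight attachment at 1500 cells/well. Luminescent read-out followed 30 - 60 minutes at room temperature with DiscoveRx detection reagent.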
KB-V1 MDR tox: KB-V1 MDR subline cytotoxicity | KB-V1 MDR cells viability, CellTiter-Glo, 72 h | Potency, µM (titrated, usually from 46.1 µM), without a hit: at the highest dose activity change, negative = cytotoxicity, usual class: cytotoxic | hit rate 3.4% among 400,000; note: potency is the fitted concentration of half-maximal effect; % is set by controls: 0 for no effect and ±100 for the full control effect; nearly all actives have a fitted effect of over 60% in size
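Readout: CellTiter-Glo luminescence, 10 min after addition. Cells: KB-V1 MDR subline, 72 h at 37 degrees C with compound. Analysis: corrected, normalized data fitted to concentration-effect curves.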
GLP1R cytotox: cytotoxicity in counter-screen for GLP-1R inverse agonists; HEK293 cAMP-luciferase reporter cells, luminescence, 24 h; Potency, µM (series often up to 38.3 µM), inactives show at the highest dose activity change, negative = inhibition, usual class: inhibitors; hit rate 0.13% among 410,000; AID 624418;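 note: loss of luciferase light is scored as toxicity; potency is the fitted concentration of half-maximal effect; % is set by controls: 0 for no effect and ±100 for the full control effect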
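1536-well qHTS counterscreen of the MLSMR; 200 cells/uL, 12 h pre-incubation, 23 nL cpd, 24 h at 37 deg C 5% CO2, luciferase detection reagent, 12 min RT, luminescence. Inhibition = undesired.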
aSyn rescue: inhibitors of alpha-synuclein toxicity in yeast; Yeast expressing alpha-synuclein, growth rescue, BacTiter-Glo, 24 h; Potency, µM (doses to about 46.1 µM), without a hit: top-dose growth rescue (activation), hits mostly activators; hit rate 0.14% among 370,000; AID 652106; note: potency is the fitted concentration of half-maximal effect; % of control where 0% means no effect; nearly all actives have a fitted effect of over 65% in size
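Rescue of yeast growth: cells expressing toxic alpha-synuclein, induced in galactose at OD600 0.02, incubated with compound 24 h at 30 C. ATP luminescence quantified growth; inhibitors of toxicity appear as activators.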
DRD3 antagonist: D3 dopamine receptor (human) antagonism | P35462 | D3R cells, DiscoveRx beta-arrestin luminescence, antagonist mode; active compounds read low | max response, negative = inhibition, % | hit rate 2.5% among 360,000 | AID 652054; in the data active = max response below about -50%; inconclusive = no clear call, values can overlap the other calls; note: % is set by controls: 0 for no effect and ±100 for the full control effect; mostly tested at two doses, the higher about 12 µM
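Cells expressing the human receptor were seeded at 1500 cells/well, incubated overnight at 37 degrees C in 5% CO2, then exposed to library compounds with dopamine controls for 90 minutes at 37 degrees C before luminescent detection.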
GLP1R inv ag: GLP-1 receptor (human) inverse agonism. P43220. HEK293 GLP-1R CRE-luciferase, luminescence, 24 h; GLP-1R form is constitutively active. Potency, µM (doses to about 38.3 µM), for the others: at the highest dose activity change, negative = inhibition, actives largely listed as inhibitors. hit rate 1.6% among 410,000; note: potency is the fitted concentration of half-maximal effect; % is set by controls: 0 for no effect and ±100 for the full control effect; nearly all actives have a fitted effect of over 55% in size
Target sequence (P43220 whole entry, looked up): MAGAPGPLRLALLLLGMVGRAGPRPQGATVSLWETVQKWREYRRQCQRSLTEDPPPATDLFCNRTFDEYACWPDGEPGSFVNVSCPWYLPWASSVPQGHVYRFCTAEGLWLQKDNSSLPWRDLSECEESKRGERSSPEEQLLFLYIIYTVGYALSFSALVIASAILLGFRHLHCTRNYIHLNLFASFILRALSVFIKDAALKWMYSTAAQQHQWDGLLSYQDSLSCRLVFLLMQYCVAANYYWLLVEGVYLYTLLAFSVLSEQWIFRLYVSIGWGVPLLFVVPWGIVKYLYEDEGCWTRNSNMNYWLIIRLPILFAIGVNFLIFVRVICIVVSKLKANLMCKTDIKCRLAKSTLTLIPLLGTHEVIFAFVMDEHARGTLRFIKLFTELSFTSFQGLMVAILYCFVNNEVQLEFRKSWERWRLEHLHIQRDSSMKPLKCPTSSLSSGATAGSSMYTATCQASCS
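Stable HEK293 clone (constitutively active GLP-1R + cAMP-response luciferase); 200 cells/uL plated, 12 h pre-culture, compound 24 hr, 37 deg C/5% CO2; detection reagent 12 min RT; luminescence.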
TDP43 rescue: rescues yeast growth from TDP-43 toxicity. hit rate 1.8% among 410,000. AID 652104. Potency, µM (top dose mostly 46.1 µM), for inactives: at the top dose growth rescue (activation), most hits filed as activators. TDP-43 expressing yeast growth rescue, BacTiter-Glo, 24 h; note: potency is the fitted concentration of half-maximal effect; % of control where 0% means no effect; nearly all actives have a fitted effect of over 50% in size
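Growth rescue of TDP-43-toxic yeast measured as ATP luminescence (BacTiter-Glo). Cells grown to mid-log in raffinose, induced in galactose at OD600=0.02, exposed to compound 24 hr at 30 deg C.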
GLP1R ag: agonists of human GLP-1 receptor | HEK293 GLP-1R CRE-luciferase, luminescence, 4-6 h; cells express a hypersensitive GLP-1R form | hit rate 0.007% among 380,000 | Potency, µM (doses to about 45.6 µM), for inactives: at the highest dose activation, hits mostly activators | AID 624172; note: potency is the fitted concentration of half-maximal effect; % of control where 0% means no effect
The depositor's hits bear a star; i = inactive; ? = inconclusive; · = no result given; & = joins results of further samples; [ ] = dose if it differs, or a comment. Unless noted, calls come from the whole dose curve; as a rule, active = well fitted curve in the direction sought with a large enough effect; inconclusive = small, poorly fitted or top-dose-only effect, or another doubt; inactive = no such curve, though single readings can be large; an effect the other way counts as inactive or inconclusive.

| compound | PTHR1 agonist | DRD3 agonist | KB-V1 MDR tox | GLP1R cytotox | aSyn rescue | DRD3 antagonist | GLP1R inv ag | TDP43 rescue | GLP1R ag |
| --- | --- | --- | --- | --- | --- | --- | --- | --- | --- |
| Cc1ccc(NC(=O)COC(=O)c2ccc([N+](=O)[O-])o2)cc1S(=O)(=O)N1CCCCC1 | i | 7 | 5% | 4%[7.66 µM] | -17% | 16 | -2%[7.66 µM] | -13% | -2% |
| CC(C)(C)C(=O)Nc1nnc(COc2ccc(Cl)cc2)s1 | -11% | 5 | -4% | -7% | 26% | 6 | ? | 11µM* | ? |
| O=C(c1cccc(Br)c1)N1CCN(c2cnn(-c3ccccc3)c(=O)c2Cl)CC1 | -23% | 25 | ? | -3% | -3% | 11 | ? | -22%[1.82 µM] | 1% |
| OC(COc1cccc2ccccc12)CN1CCN(c2ccccc2Cl)CC1 (stereo not drawn) | -19% | 27 | -16% | ? | -1% | -81* | ? | -21% | 26% |
| Cc1cc2c(=O)n(C)c(SCC(=O)NC3CCCC3)nc2s1 | i | 6 | ? | 6% | -4% | -5 | 7% | -19% | -11% |
| CC1CCC2(CC1)NC(=O)N(CC(=O)N1CCN(S(=O)(=O)c3ccc4c(c3)CCC4)CC1)C2=O (stereo not drawn) | i | -3 | 10% | 6% | -1% | 15 | 1% | 13% | 1% |
| O=C(OCc1nc2ccccc2s1)c1ccccc1O | -22% | -2 | -10% | 0% | -2% | -14 | -22% | -35%[inhibitor] | 12% |
| CCOc1ccc(-n2c(SCC(=O)O)nc3sc4c(c3c2=O)CCCC4)cc1 | -17% | 4 | -7% | 1% | -1% | -10 | 2% | -9% | 13% |
| Cc1ccc(-c2nc(CS(=O)(=O)CC(=O)Nc3ccc(Br)cc3F)c(C)o2)cc1 | i | -7 | 7% | 1% | · | · | -9% | 7% | · |
| CCN(CC)CCNC(=O)CCc1c(C)nc2c(c(C)nn2-c2ccc(C)cc2)c1C | -40%[inhibitor] | -10 | 11% | ? | 12% | -50* | 1.6µM* | -7% | 0% |
| Cc1cc(NC(=O)COC(=O)C2CCN(S(=O)(=O)c3ccc(Cl)cc3)CC2)no1 | i | 3 | 5% | 7% | 0% | 7 | 2% | -12% | 0% |
| O=C(O)CC1S/C(=N/N=C2CCCCC2)N(c2ccccc2)C1=O (stereo not drawn) | i | 5 | 2% | 3% | -10% | 2 | 14% | 0% | -5% |

By substructure: those above with a thiophene ring, fused or not (2)
| compound | PTHR1 agonist | DRD3 agonist | KB-V1 MDR tox | GLP1R cytotox | aSyn rescue | DRD3 antagonist | GLP1R inv ag | TDP43 rescue | GLP1R ag |
| --- | --- | --- | --- | --- | --- | --- | --- | --- | --- |
| Cc1cc2c(=O)n(C)c(SCC(=O)NC3CCCC3)nc2s1 | i | 6 | ? | 6% | -4% | -5 | 7% | -19% | -11% |
| CCOc1ccc(-n2c(SCC(=O)O)nc3sc4c(c3c2=O)CCCC4)cc1 | -17% | 4 | -7% | 1% | -1% | -10 | 2% | -9% | 13% |

(listing goes on)
| compound | PTHR1 agonist | DRD3 agonist | KB-V1 MDR tox | GLP1R cytotox | aSyn rescue | DRD3 antagonist | GLP1R inv ag | TDP43 rescue | GLP1R ag |
| --- | --- | --- | --- | --- | --- | --- | --- | --- | --- |
| NNc1nc(-c2ccccc2)nc(-c2ccccc2)c1Br | 0% | 11 | -6% | 4% | -3% | -4 | ? | 22µM* | -2% |
| COc1cnc(NS(=O)(=O)c2ccc(N)cc2)nc1 | -50%[inhibitor] | 3&4 | 9% | 23% | -2% | -8 | 2% | -1% | -6% |
| CNC(=S)N1CCN(c2ccc(OC)cc2)CC1 | -18%[57.5 µM] | -3 | 24% | -3% | -2% | -11 | 3% | -9% | -1% |
| COC(=O)COc1ccc(NC(=O)C(c2ccccc2)c2ccccc2)cc1 | -92%[inhibitor] | -7 | 0% | -6% | 4% | 2 | 19% | 14% | -5% |
| CN(CCC#N)C(=S)Nc1ccc(Oc2ccccc2)cc1 | -32%[inhibitor] | -3 | 1% | 6% | 6% | 0 | -33% | 12% | 7% |
| CC1CCCCC1NC(=O)CSc1nnnn1-c1ccccc1 (stereo not drawn) | -11% | 2 | 0% | -11% | 11% | 3 | -16% | 13% | 6% |
| CSc1nc(SCC(=O)O)c2sc3nc(-c4ccccc4)c4c(c3c2n1)CCC4 | -38%[inhibitor] | 11 | ? | 7% | 1% | 6 | 0% | 9% | -3% |
| CCCn1nc(C(=O)N2CCc3ccccc32)c2ccccc2c1=O | -32%[inhibitor] | -3 | -5% | -1% | -2% | 6 | ? | 30% | 17% |
| Cn1cccc1Cc1nnc(SCC(=O)NCc2ccc3c(c2)OCO3)n1CCc1ccccc1 | -3% | -1 | -19% | -19% | -6% | -8 | ? | -11% | 0% |
| COCc1[nH]nc2c1C(c1cccc(OC)c1)C(C#N)=C(N)O2 (stereo not drawn) | i | -2 | 0% | 1% | -10% | 5 | 0% | -25% | 2% |
| CC(C)c1cc(=O)[nH]c(SCC(=O)NC2CCCC2)n1 | -23% | 7 | 5% | -5% | 5% | 10 | 3% | 9% | -3% |
| c1csc(-c2nc(NCCCN3CCOCC3)c3ccccc3n2)c1 | -49%[inhibitor] | -23 | ? | 4% | 3% | 1 | ? | 16% | 10% |

A draw from above in order of count of non-hydrogen atoms, low to high.
| compound | PTHR1 agonist | DRD3 agonist | KB-V1 MDR tox | GLP1R cytotox | aSyn rescue | DRD3 antagonist | GLP1R inv ag | TDP43 rescue | GLP1R ag |
| --- | --- | --- | --- | --- | --- | --- | --- | --- | --- |
| CNC(=S)N1CCN(c2ccc(OC)cc2)CC1 | -18%[57.5 µM] | -3 | 24% | -3% | -2% | -11 | 3% | -9% | -1% |
| NNc1nc(-c2ccccc2)nc(-c2ccccc2)c1Br | 0% | 11 | -6% | 4% | -3% | -4 | ? | 22µM* | -2% |
| CC1CCCCC1NC(=O)CSc1nnnn1-c1ccccc1 (stereo not drawn) | -11% | 2 | 0% | -11% | 11% | 3 | -16% | 13% | 6% |

(further entries)
| compound | PTHR1 agonist | DRD3 agonist | KB-V1 MDR tox | GLP1R cytotox | aSyn rescue | DRD3 antagonist | GLP1R inv ag | TDP43 rescue | GLP1R ag |
| --- | --- | --- | --- | --- | --- | --- | --- | --- | --- |
| O=C(O)/C(=N/NC(=O)c1ccc(Cl)cc1)c1ccccc1 | i | -12 | 4% | -12% | 3% | 49 | 8% | 25% | -4% |
| CCOC(=O)c1nc(C)n(-c2ccc([N+](=O)[O-])cc2)n1 | i | -3 | ? | 14% | 2% | 1 | 19% | -7% | 15% |
| Oc1ccc2nnc3c(Br)cnn3c2c1 | 9% | 3 | -6% | · | -9% | 64 | -12% | 4% | -5% |
| Cc1nn(C)c(Cl)c1/C=N/OC(=O)c1ccc(F)cc1 | i | 4 | 35% | 0% | 3% | 6 | 3% | 17% | 1% |
| CC(CN1CCCCC1)OC(=O)/C=C/c1ccccc1 (stereo not drawn) | -12% | -28 | -3% | 1% | 1% | -61* | 20% | 9% | -3% |
| O=C(CSc1n[nH]c(=O)n1-c1cccnc1)Nc1ccccc1Cl | -11% | -6 | 4% | 5% | -3% | -8 | 0% | 6% | 15% |
| Cn1c(CCC(N)=O)nnc1SCC(=O)Nc1cc(S(=O)(=O)N2CCCC2)ccc1Cl | -22% | 6 | 3% | 4% | -5% | -16 | 6% | 19% | -12% |
| COc1ccc(NC(=O)c2oc3ccccc3c2NC(=O)C2CCCO2)cc1OC (stereo not drawn) | i | 4 | 4% | 8%[0.307 µM] | 0% | 45 | 0%[0.307 µM] | ? | 27% |
| CC(C)[C@H](NC(=O)CCCn1nnc2ccccc2c1=O)C(=O)O | -13% | 9 | -19% | -1% | 0% | -3 | 11% | -10% | -3% |
| CCN1CCN(c2nc3c(c(=O)n(C)c(=O)n3C)n2CCSc2nccc(C)n2)CC1 | i | 13 | ? | -12% | 2% | 38 | 1% | -12% | -8% |
| CC(OC(=O)Cn1[nH]c(=O)c2ccccc2c1=O)C(=O)Nc1ccccc1[N+](=O)[O-] (stereo not drawn) | i | 27 | 4% | 8% | 4% | 16 | 2% | 0% | 10% |
| COc1ccc(C(=O)NNC(=O)c2cc3ccccc3cc2O)cc1 | i | 4 | ? | 8% | 1% | 24 | -23% | 7% | 1% |
| COc1ccc(-n2c(-c3ccc(F)cc3)cn3c4c(=O)n(C)c(=O)n(C)c4nc23)cc1 | -4% | 2 | 17% | 3% | · | · | 16% | 6% | 0% |
| Cc1ccc(S(=O)(=O)c2ccc(NN)cc2)cc1 | -5% | 5 | 0% | 3% | -10% | -7 | -1% | 2% | 2% |
| O=C(CCN1C(=O)C2C3CCC(C3)C2C1=O)Nc1ccccc1Cl (stereo not drawn) | i | -14 | · | 3% | 0% | -8 | 8% | 2% | 10% |
| CC(=O)Nc1ccc(NC(=O)C(=O)NCC(c2ccco2)N2CCc3ccccc3C2)cc1 (stereo not drawn) | 0% | -22 | ? | -15% | -3% | -17 | ? | 0% | -10% |
| COc1ccc(-c2csc(NC(=S)NC(=O)c3cc4ccccc4o3)n2)cc1Br | i | 2 | -2% | 7% | 2% | 10 | 31%[activator] | 13% | -2% |
| CC1CCCN(CCCNC(=O)c2cn(C)c3ccc(S(=O)(=O)N(C)C4CCCCC4)cc3c2=O)C1 (stereo not drawn) | -4% | 5&-4 | ? | -19%&-4% | -4% | 14 | 5%&2% | -2%&13% | -3% |
| C[C@H]1CN([C@@H](C)CO)C(=O)Cc2cc(NC(=O)CCC(F)(F)F)ccc2O[C@H]1CN(C)S(C)(=O)=O | -21% | 19 | 1% | 0% | -9% | -15 | 22% | -6% | -2% |
| COc1ccc(CNc2cc(-c3ccc(OC)cc3)nc3nncn23)cc1 | i | 7 | 17% | 2% | · | · | 2% | 14µM* | · |
| Cc1cccc(N=Cc2cc3c(cc2[N+](=O)[O-])OCO3)c1 | i | -1 | 23% | -36% | 1% | -18 | 0% | 18% | -9% |

A portion of the library; rates above refer to the full screens.
